VP16 counter: inhibits Gal4-VP16 luciferase reporter, ROR gamma counter-screen; Potency, µM (series often up to 53.6 µM), for the others: top-dose activity, negative = inhibition, hits mostly inhibitors; Drosophila S2 Gal4-VP16 UAS-luciferase, luminescence, 20 h; AID 2546; actives 3.5% (n = 310,000);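 note: Gal4-VP16 expression switched on by copper sulfate through the metallothionein promoter; potency is the fitted concentration of half-maximal effect; % is set by controls: 0 for no effect and ±100 for the full control effect; nearly all actives have a fitted effect of over 50% in size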
Rab9 prom act: Rab9 promoter activation. Huh7 Rab9 promoter-luciferase reporter, luminescence, 24 h. Potency, µM (titrated, usually from 9.22 µM), inactives show at the top dose activation, negative = inhibition, most hits filed as activators. actives 2.8% (n = 320,000). AID 485297; note: potency is the fitted concentration of half-maximal effect; % of control where 0% means no effect; nearly all actives have a fitted effect of over 60% in size
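Luciferase signal after 10 min detection reagent at ambient indicates Rab9 promoter upregulation; stably transfected Huh7 cells were treated 24 h with compound in DMSO at 37 °C, 5% CO2.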
p53 reactivator: mutant p53 re-activation in reporter cells; AID 504706; H1299 p53-A138V BP100-luciferase reporter, luminescence, 24 h; Potency, µM (top dose mostly 92.2 µM), for the others: at the highest dose activity change, positive = activation, hits mostly activators; actives 0.063% (n = 320,000); note: potency is the fitted concentration of half-maximal effect; % of control where 0% means no effect; nearly all actives have a fitted effect of over 45% in size
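p53-null H1299 cells stably carrying temperature-sensitive p53-A138V and a BP100-luciferase reporter were pinned with compounds (4-point, 1:5 series) and held 24 hrs at 37 deg C. Luminescence was read 10 min after detection reagent.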
Tb PFK inh: inhibitors of T. brucei phosphofructokinase; O15648; Potency, µM (series often up to 57.5 µM), inactives show at the top dose activity, negative = inhibition, actives largely listed as inhibitors; T. brucei PFK, ADP-Glo luminescence; actives 0.17% (n = 330,000);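 note: potency is the fitted concentration of half-maximal effect; 0% = uninhibited 1x PFK enzyme wells and -100% = no-enzyme wells; nearly all actives have a fitted effect of over 60% in size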
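Luminescent ADP detection (ADP-Glo, two-step: ATP depletion then ADP-to-ATP conversion for luciferase) reported PFK activity after 45 min room-temperature reaction of 1.25 nM enzyme with 0.5 mM F6P and 0.1 mM ATP at pH 8.0.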
TRPV1 agonist: agonists of human vanilloid receptor 1 (TRPV1). TRPV1-expressing cells, Fluo-8 calcium influx, agonist mode. AID 540275. Q8NER1. actives 0.19% (n = 320,000). activation, % at 8.33 µM; in the data active = activation above about 80%; inconclusive = between about 30% and that limit; note: 0% is about no effect
Target sequence (Q8NER1 whole entry, looked up): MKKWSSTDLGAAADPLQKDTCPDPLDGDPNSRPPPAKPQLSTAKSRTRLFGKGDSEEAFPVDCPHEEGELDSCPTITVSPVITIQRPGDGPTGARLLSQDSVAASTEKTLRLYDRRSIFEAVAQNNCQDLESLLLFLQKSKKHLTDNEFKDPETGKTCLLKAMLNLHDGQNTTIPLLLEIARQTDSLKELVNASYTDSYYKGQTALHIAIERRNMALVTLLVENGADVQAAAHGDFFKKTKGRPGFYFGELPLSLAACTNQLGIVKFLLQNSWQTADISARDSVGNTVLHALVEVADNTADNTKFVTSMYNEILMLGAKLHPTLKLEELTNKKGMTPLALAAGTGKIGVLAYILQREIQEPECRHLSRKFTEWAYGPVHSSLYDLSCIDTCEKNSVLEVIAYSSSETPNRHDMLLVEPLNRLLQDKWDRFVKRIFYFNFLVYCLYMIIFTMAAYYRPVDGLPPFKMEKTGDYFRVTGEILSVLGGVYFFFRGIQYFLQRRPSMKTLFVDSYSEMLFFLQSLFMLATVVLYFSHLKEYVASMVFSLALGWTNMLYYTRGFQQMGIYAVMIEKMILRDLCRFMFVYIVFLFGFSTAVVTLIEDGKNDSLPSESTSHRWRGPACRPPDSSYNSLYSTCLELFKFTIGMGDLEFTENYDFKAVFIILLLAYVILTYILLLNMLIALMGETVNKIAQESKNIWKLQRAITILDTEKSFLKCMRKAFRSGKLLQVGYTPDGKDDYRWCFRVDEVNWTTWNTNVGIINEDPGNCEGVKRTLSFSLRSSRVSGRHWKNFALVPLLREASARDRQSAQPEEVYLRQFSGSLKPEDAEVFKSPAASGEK
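Fluo-8 calcium influx in TRPV1-expressing cells, kinetic read (ex 480/em 520 nm). Compound added and read 3 min for agonist activity, followed by capsaicin at EC20 final and 2 min further read for enhancement.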
ELG1 genotoxic: inducers of genotoxicity in HEK293T ELG1-luciferase cells. HEK293T ELG1-luciferase reporter, luminescence, 16 h. Potency, µM (doses to about 46 µM), for inactives: at the top dose activity change, positive = activation, most hits filed as activators. actives 1.3% (n = 330,000); note: potency is the fitted concentration of half-maximal effect; % of control where 0% means no effect; nearly all actives have a fitted effect of over 60% in size
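After overnight (16 hr) compound treatment at 37 °C, ELG1-luciferase HEK293T cells were lysed with ONE-Glo; luminescence quantified 30 min later at room temperature.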
RORg inh: ROR gamma (mouse) transcription inhibition; actives 5.4% (n = 310,000); P51450; Drosophila S2 Gal4-RORgamma UAS-luciferase reporter, 20 h; Potency, µM (series often up to 53.6 µM), for the others: at the highest dose activity change, negative = inhibition, most hits filed as inhibitors; note: potency is the fitted concentration of half-maximal effect; % is set by controls: 0 for no effect and ±100 for the full control effect; nearly all actives have a fitted effect of over 60% in size
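Compounds are pin-transferred onto Drosophila Schneider cells expressing a copper-inducible Gal4–ROR gamma transactivation domain fusion. After 1 hr, copper sulfate is added to 700 uM final; luciferase is read 20 hr later.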
BRCA1 expr up: BRCA1 expression activation. Potency, µM (highest dose often 46.1 µM), without a hit: top-dose activation, usual class: activators. MCF7-BRCA1-FFLuc reporter, luminescence, 48 h; response scale: scaled: vehicle 0%, 10 µM genistein 100%. actives 1.1% (n = 380,000); note: potency is the fitted concentration of half-maximal effect; nearly all actives have a fitted effect of over 80% in size; some results filed as inactive show a strong effect at the top dose
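Cells: MCF7-BRCA1-FFLuc, 2000/well. Exposure: 48 h, 37 °C, 5% CO2. Read: luminescence, 15 min post-substrate. Controls: genistein 10 microM (maximal activation), DMSO (neutral).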
FLuc modulator: firefly luciferase modulation, counter-screen for miR-21 project. Potency, µM (highest dose often 57.5 µM), without a hit: at the top dose activity change, negative = inhibition, hits mostly inhibitors. AID 588342. actives 6.9% (n = 360,000). purified FLuc, Km substrates, luminescence inhibition;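 note: potency is the fitted concentration of half-maximal effect; plate controls were vehicle for no effect and reference inhibitor for full effect; nearly all actives have a fitted effect of over 55% in size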
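Purified P. pyralis luciferase, 10 nM final, with Km-level 10 uM D-luciferin and 10 uM ATP in 50 mM Tris acetate pH 7.5, 10 mM Mg acetate, 0.01% Tween-20, 0.05% BSA; 6-point qHTS titration about 60 µM downward; luminescence read.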
ELG1 repair inh: ELG1-dependent DNA repair inhibition; HEK293T ELG1-luciferase reporter, luminescence, 16 h; DNA damage induced by 5-fluorouridine; Potency, µM (doses to about 46.1 µM), inactives show at the highest dose activity change, negative = inhibition, hits mostly inhibitors; actives 2.3% (n = 330,000); note: potency is the fitted concentration of half-maximal effect; % is set by controls: 0 for no effect and ±100 for the full control effect; nearly all actives have a fitted effect of over 55% in size
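Reporter activity after DNA damage by 5-fluorouridine is monitored. Compound-treated cells incubate 16 hr at 37 °C, then ONE-Glo is added for 30 min before luminescence reading.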
NPC1 prom act: NPC1 promoter activation. Huh7 NPC1 promoter luciferase reporter, 24 h. Potency, µM (highest dose often 9.22 µM), without a hit: at the top dose activation, actives largely listed as activators. actives 2.4% (n = 320,000);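 note: potency is the fitted concentration of half-maximal effect; % of control where 0% means no effect; nearly all actives have a fitted effect of over 60% in size; reporter is driven by a mutant NPC1 promoter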
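Luminescence from an NPC1 promoter-driven luciferase reporter in stably transfected Huh7 cells was measured after 24 h compound treatment at 37 °C, followed by 10 min ambient incubation with luciferase detection reagent.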
* = called active by the depositor; ? = inconclusive; . = no result given; [ ] = another dose, or the depositor's remark. Unless noted, calls come from the whole dose curve; as a rule, active = well fitted curve in the direction sought with a large enough effect; inconclusive = small, poorly fitted or top-dose-only effect, or another doubt; inactive = no such curve, though single readings can be large; an effect the other way counts as inactive or inconclusive.

The line under a structure holds: VP16 counter	Rab9 prom act	p53 reactivator	Tb PFK inh	TRPV1 agonist	ELG1 genotoxic	RORg inh	BRCA1 expr up	FLuc modulator	ELG1 repair inh	NPC1 prom act
O=C(NC1CCc2ccccc21)C12CN(Cc3ccccc3)CC1C(c1cccc([N+](=O)[O-])c1)=NO2 (stereo not given)
    -9%	-6%	6%	-2%	1	-1%	?	-40%	2%	-4%	-4%
CCCCn1c(N)c(N(CCOC)C(=O)CSCc2c(C)noc2C)c(=O)[nH]c1=O
    6%	8%	1%	7%	-2	0%	-18%	-6%	2%	7%	-1%
CC(=O)Nc1ccc(S(=O)(=O)NNC(=O)c2ccc([N+](=O)[O-])cc2)cc1
    -6%	2%	24%	1%	1	8%	-5%	-5%	0%	17%	-3%
COc1cc(OC)c(C(=O)Nc2ccccc2-c2ccccc2)cc1OC
    -25%	-8%	-20%	7%	9	-9%	?	-20%	5%	?	1%
O=C1c2ccccc2C(=O)N1CCCC(=O)N1CCc2ccccc21
    2%	1%	1%	-2%	3	10%	-2%	?	-15%	?	3%
O=C(O)/C(=C1/OC(=O)c2ccccc21)c1ccccc1
    -2%	5%	-2%	-1%	0	-5%	-30%	-2%	-1%	10%	2%
Cc1cc(C)cc(-c2nnc(SCC(=O)NCc3cccs3)o2)c1
    2%	-3%	-6%	3%	19	1%	28%	-1%	-9%	-18%	-1%
CC(C)C(NC(=O)c1ccccc1Br)c1ccccc1 (stereo not given)
    -18%	-3%	11%	1%	?	-4%	5%	-8%	-1%	4%	-4%
CC(C)Cn1c(SCc2nc3ccccc3c(=O)[nH]2)nc2ccccc2c1=O
    -11%	0%	-2%	0%	2	0%	12%	-13%	-1%	-2%	0%
O=C(CCNC(=O)Cn1ccc2ccccc2c1=O)NCc1ccccn1
    -8%	3%	1%	-1%	4	0%	-5%	29%	1%	3%	-1%
Cc1cccnc1NC(=O)c1ccc(S(=O)(=O)N2CCC(C)CC2)cc1
    .	0%	-3%	-12%	11	-4%	.	6%	-2%	-5%	-2%
O=C(COc1ccc(Cl)cc1)NCc1cn2cc(Cl)ccc2n1
    -3%	0%	7%	-4%	9	-1%	-17%	-33%	-10%	0%	-1%
CC1Sc2ccc(S(=O)(=O)CCC(=O)Nc3ccc(C(C)C)cc3)cc2NC1=O (stereo not given)
    0%	-1%	?	0%	3	-7%	36%	-16%	2%	10%	-1%
O=C(NC1CCN(C(=S)Nc2ccc(F)cc2)CC1)c1ccco1
    -8%	1%	-3%	-20%	4	-3%	0%	-12%	1%	10%	-6%
Cc1occc1C(=O)N/N=C/c1ccc(N(C)C)cc1
    ?	0.11µM*	-3%	?	27	?	10µM*	2%	1.2µM*	?	0.32µM*
COc1ccc(NC(=O)COC(=O)C2CCCCC2)c([N+](=O)[O-])c1
    5%	0%	-1%	-1%	19	-1%	8%	23%	?	24%	0%
CC1(C)CC(=O)C2=C(C1)N(c1ccccc1)C(=O)CC2c1ccc(O)cc1 (stereo not given)
    6%	4%	-1%	-6%	-1	-6%	-2%	6%	1%	-15%	-4%
CCNS(=O)(=O)c1ccc(NC(=S)N2CCc3ccccc32)cc1
    -25%	-5%	4%	6%	1	-9%	?	-4%	-3%	-12%	3%
CC(C)N1CCN(Cc2ccoc2)CC1CCO (stereo not given)
    -8%	-11%	7%	-1%	-1	-1%	0%	11%	1%	-1%	3%
COc1ccc(C(C[N+](=O)[O-])n2nc(C)cc2C)cc1 (stereo not given)
    10µM*	1%	-33%[inhibitor]	26%	3	-9%	?	-46%	-20%	?	-2%
CCCCOC(=O)CCc1nc2ccccc2[nH]c1=O
    4%	-3%	-2%	0%	-1	3%	-9%	1%	6%	29µM*	1%
CC(C)N(Cc1ccccc1)C(=O)Cn1c(=O)cnc2ccccc21
    4%	-2%	1%	0%	-1	1%	-1%	0%	-3%	-2%	2%
Cc1ccc2[nH]c(=O)c3cc(C(=O)NCCC(C)C)sc3c2c1
    ?	2%	-6%	1%	-1	-4%	-6%	-5%	1%	?	-8%
CCN1CCc2nc(SCC(=O)Nc3ccc(OC)cc3)c(C#N)cc2C1
    4%	-4%	-3%	-5%	-2	4%	19%	5%	1%	-4%	10%
O=C(Nc1cc(C(F)(F)F)ccc1N1CCOCC1)C1=COCCO1
    .	1%	-5%	3%	24	-3%	.	-25%	1%	2%	1%
CCc1nnc(NC(=O)CSc2ccc(-c3nc4ccccc4[nH]3)cn2)s1
    12%	2.5µM*	6%	-15%	0	?	?	-29%	?	?	?
O=C(NCc1ccccc1)C1C2C=CC3(CN(Cc4cccnc4)C(=O)C13)O2 (stereo not given)
    -4%	-1%	10%	0%	-3	-3%	-8%	-1%	1%	2%	11%
COc1ccc(NC(=O)CCSCCc2ccccn2)cc1OC
    -2%	-8%	-1%	-1%	1	0%	12%	-21%	-4%	-2%	0%
Cc1cc(N2CCCCC2)nc(NCc2ccccc2)n1
    ?	-8%	-2%	2%	2	-6%	20µM*	-76%	-2%	?	-2%
COc1ccc(C2CC(c3ccccc3)Nc3nc(NC(=O)c4cccs4)nn32)cc1 (stereo not given)
    5.6µM*	1%	5%	22%	1	-3%	2.8µM*	-47%	-3%	?	0%

RORg inh, entries above that show a hit.
Compound,Rab9 prom act,p53 reactivator,Tb PFK inh,TRPV1 agonist,RORg inh,BRCA1 expr up,NPC1 prom act
Cc1occc1C(=O)N/N=C/c1ccc(N(C)C)cc1,0.11µM*,-3%,?,27,10µM*,2%,0.32µM*
Cc1cc(N2CCCCC2)nc(NCc2ccccc2)n1,-8%,-2%,2%,2,20µM*,-76%,-2%
COc1ccc(C2CC(c3ccccc3)Nc3nc(NC(=O)c4cccs4)nn32)cc1 (stereo not given),1%,5%,22%,1,2.8µM*,-47%,0%

The list goes on.
The line under a structure holds: VP16 counter	Rab9 prom act	p53 reactivator	Tb PFK inh	TRPV1 agonist	ELG1 genotoxic	RORg inh	BRCA1 expr up	FLuc modulator	ELG1 repair inh	NPC1 prom act
O=C(COc1ccc(C(=O)c2ccc(F)cc2)cc1)NCc1ccc(F)cc1
    -19%	-17%	12%	0%	?	0%	17%	-89%	-6%	?	-20%
Cc1cc(C)c2c3c(sc2n1)C(c1ccccc1)C(C#N)=C(N)O3 (stereo not given)
    3%	?	1%	0%	10	4%	4%	-46%	-12%	?	?
Cc1cc(C(=O)NCc2cc(C(=O)O)oc2C)c(C)o1
    .	0%	4%	-7%	2	-1%	14%[0.365 µM]	1%	2%	12%	0%
COC(=O)Cn1cc([N+](=O)[O-])nc1C
    -5%	1%	2%	9%	-5	-13%	21%	6%	-2%	-6%	1%
COc1ccc(-c2nnc(SCC(=O)N3CCCC(C)C3)o2)c(OC)c1 (stereo not given)
    5%	2%	0%	-2%	1	4%	-11%[10 µM]	10%	?	-11%	7%
CCOC(=O)c1ccc(NC(=S)N2CCCC(C)C2)cc1 (stereo not given)
    ?	28%	-1%	6%	?	7%	13µM*	58%	?	12%	6%
CCOC(=O)Cc1csc(NC(=O)c2ccc(NC(C)=O)cc2)n1
    ?	1%	17%	18%	0	2%	?	45%	?	12%	-4%
Cc1ccc(CN2CCC(CNC(=O)C3CCCN(c4ncnc5c4nc4n5CCCCC4)C3)CC2)cc1 (stereo not given)
    2%	-11%	2%	2%	?	-1%	1%	-10%	-1%	-17%	-4%
O=C(NC1CCN(C(=S)NCCc2ccccc2)CC1)C1CCCCC1
    3%	-2%	-6%	9%	-1	7%	-6%	-3%	-2%	-4%	-6%
C=CCNC(=O)COc1c(C)ccc(C)c1C
    26%	0%	-3%	1%	0	1%	2%	0%	3%	10%	-1%
Cc1cc(C)cc(NC(=O)CC2NCCNC2=O)c1 (stereo not given)
    -4%	0%	-3%	2%	-2	0%	-19%	-15%	6%	5%	-3%
COCCCNC(=S)NC1CCCCC1
    ?	-4%	-2%	-3%	-5	2%	11µM*	9%	3%	7%	0%
COC(=O)CNC(=O)c1c(-c2ccccc2Cl)noc1C
    -6%	3%	-3%	0%	3	-1%	-9%	-4%	5%[2.3 µM]	0%	-1%
CC(c1ccccc1F)n1cc(C(=O)NCCc2ccco2)nn1 (stereo not given)
    2%	-3%	-2%	2%	9	0%	24%	-36%	2%	-2%	1%
Cc1ccc(C(=O)Cn2cnc3ccccc3c2=O)cc1C
    -2%	.	.	.	-2	.	-40%	4.5µM*	19µM*	.	.
CCCS(=O)(=O)N1CCCC(C(=O)NCc2ccc3c(c2)OCO3)C1 (stereo not given)
    -10%	0%	-13%	-1%	-1	-2%	8%	14%	-2%	1%	2%

Source: PubChem BioAssay (National Center for Advancing Translational Sciences (NCATS))
